# Giardia FBPA inh: inhibitors of Giardia lamblia fructose-1,6-bisphosphate aldolase; A8B2U2; purified Giardia FBPA; Potency, µM (titrated, usually from 59.6 µM), inactives show at the highest dose activity, negative = inhibition, usual class: inhibitors; actives 0.71% (n = 290,000); AID 2451; also: potency is read from the fitted curve at half-maximal effect; nearly all actives have a fitted effect of over 55% in size
# Target sequence (A8B2U2 whole entry, looked up): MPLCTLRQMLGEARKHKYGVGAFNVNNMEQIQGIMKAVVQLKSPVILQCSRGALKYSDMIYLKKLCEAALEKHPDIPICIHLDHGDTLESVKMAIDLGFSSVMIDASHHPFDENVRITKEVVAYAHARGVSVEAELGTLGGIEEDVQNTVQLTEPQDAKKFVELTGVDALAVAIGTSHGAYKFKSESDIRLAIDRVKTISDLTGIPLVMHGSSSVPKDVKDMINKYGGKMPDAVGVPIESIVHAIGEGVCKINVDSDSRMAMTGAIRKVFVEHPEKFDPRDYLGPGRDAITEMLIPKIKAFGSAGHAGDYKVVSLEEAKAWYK
#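 Giardia FBPA (40 nM reagent) was preincubated 10 min at RT with compound (up to 57.5 uM final), then substrate plus GAPDH/TPI/NAD/arsenate coupling system with diaphorase/resazurin was added; resorufin fluorescence (525/598 nm) was read after 20 min.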
# HCMV inh: blocks human cytomegalovirus replication | HFF cells, HCMV-luciferase reporter, 72 h; active compounds read low | activity change, negative = inhibition, % at 57.5 µM | actives 4.5% (n = 410,000); in the data active = activity change below about -60%; inconclusive = no clear call, values can overlap the other calls; inactive = above about -39%
#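 Two-dose cell screen: HFF monolayers treated with compounds and infected with luciferase-expressing HCMV at 1 PFU/cell, 72 h at 37C, then lysed for luciferase measurement.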
# AmpC detergent: inhibitors of E. coli AmpC beta-lactamase with detergent | Potency, µM (series often up to 114 µM), inactives show top-dose activity change, negative = inhibition, actives largely listed as inhibitors | actives 0.041% (n = 370,000) | P00811 | AmpC hydrolysis of nitrocefin, absorbance 480 nm, 0.01% Triton;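 also: potency is read from the fitted curve at half-maximal effect; 0% = no-compound wells and -100% = no-enzyme wells; nearly all actives have a fitted effect of over 25% in size; some results filed as inactive show a strong effect at the top dose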
# Target sequence (P00811 whole entry, looked up): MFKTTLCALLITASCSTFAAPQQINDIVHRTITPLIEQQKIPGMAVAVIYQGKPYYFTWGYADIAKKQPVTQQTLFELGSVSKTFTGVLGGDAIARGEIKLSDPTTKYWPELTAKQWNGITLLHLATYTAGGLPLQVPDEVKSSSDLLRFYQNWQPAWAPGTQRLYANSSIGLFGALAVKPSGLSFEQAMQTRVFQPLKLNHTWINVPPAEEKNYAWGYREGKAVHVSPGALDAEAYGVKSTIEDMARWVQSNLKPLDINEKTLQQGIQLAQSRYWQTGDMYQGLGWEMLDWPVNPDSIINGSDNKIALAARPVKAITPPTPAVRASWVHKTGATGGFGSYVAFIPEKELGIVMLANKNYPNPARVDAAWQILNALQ
#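 20 mM phosphate pH 7.0 + 0.01% (detergent screen) or 0.0001% Triton X-100; 5.3 nM AmpC reagent; cpd preinc 15 min RT; nitrocefin (800 uM stock) to start; A480 q20 s × 4 min; Activity was normalised to no-enzyme and no-compound control wells.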
# AmpC inh no detg: inhibitors of E. coli AmpC beta-lactamase without detergent; actives 0.52% (n = 330,000); P00811; AID 485341; AmpC nitrocefin hydrolysis, absorbance 480 nm, 0.0001% Triton; Potency, µM (highest dose often 57.1 µM), for inactives: at the highest dose activity change, negative = inhibition, most hits filed as inhibitors;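 also: potency is read from the fitted curve at half-maximal effect; plate controls were no compound for no effect and no enzyme for full effect; nearly all actives have a fitted effect of over 20% in size; some results filed as inactive show a strong effect at the top dose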
#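 AmpC (5.3 nM in the dispensed reagent) in 20 mM phosphate pH 7.0 with 0.01% (detergent screen) or 0.0001% Triton X-100 was preincubated with compounds for 15 min at room temperature. Nitrocefin was then added from an 800 uM solution, and hydrolysis was followed at 480 nm.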
# Sm TGR inh: S. mansoni TGR enzyme inhibition; Q962Y6; purified TGR, DTNB reduction, TNB absorbance 405 nm; Potency, µM (titrated, usually from 114 µM), inactives show top-dose activity change, negative = inhibition, usual class: inhibitors; actives 3% (n = 360,000); AID 485364; also: potency is read from the fitted curve at half-maximal effect; nearly all actives have a fitted effect of over 60% in size
#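 TGR 20 nM + NADPH 100 uM (dispensed conc.), cpd preinc 15 min RT; start with NADPH (500 uM addition) then DTNB (15 mM addition). Kinetic TNB absorbance, 405 nm filter. Four-parameter Hill fit across titration.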
# AMA1-RON2 inh: disrupts binding of P. falciparum AMA1 to RON2; AlphaScreen AMA1-biotinylated RON2 peptide binding; Potency, µM (titrated, usually from 58.2 µM), for the others: at the top dose activity change, negative = inhibition, hits mostly inhibitors; actives 0.2% (n = 360,000); AID 720542;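 also: potency is read from the fitted curve at half-maximal effect; 0% = vehicle wells and -100% = peptide control; nearly all actives have a fitted effect of over 45% in size; some results filed as inactive show a strong effect at the top dose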
#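 AMA1 (3D7) with his tag at 25 nM final met compounds first, then biotinylated RON2 peptide at 25 nM; detection used donor plus acceptor beads, 10 µg/mL apiece, read by AlphaScreen after 30 min at room temperature.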
# * = called active by the depositor; ? = inconclusive; nt = not tested or not shown; [ ] = another dose, or the depositor's remark. Unless noted, calls follow the shape of the dose curve; as a rule, active = well fitted curve in the direction sought with a large enough effect; inconclusive = small, poorly fitted or top-dose-only effect, or another doubt; inactive = no such curve, though single readings can be large; an effect the other way counts as inactive or inconclusive. Unless noted, % is scaled to controls: 0 for no effect and ±100 for the full control effect.
# Every second line gives: Giardia FBPA inh | HCMV inh | AmpC detergent | AmpC inh no detg | Sm TGR inh | AMA1-RON2 inh
> O=[N+]([O-])c1ccc(OCCCn2cncn2)cc1
    10.0% | 24.8 | -2.8% | -4.4% | -1.9% | -2.0%
> CCC(CO)(CO)N(CC(=O)Nc1ccc(OC)cc1)CC(=O)Nc1ccc(OC)cc1
    -1.4% | 4.7 | 9.7% | 65.5%[activator] | 6.3% | 0.0%
> NC(=O)c1c(NC(=O)c2ccc(N3C(=O)CCC3=O)cc2)sc2c1CCCC2
    nt | -16.6 | 3.4% | 186.6%[activator] | ? | -22.4%
> CCOC(=O)COc1ccc(CC)cc1C(=O)c1ccn2nc(-c3ccc(Cl)cc3)cc2n1
    nt | 11.3 | -1.0% | nt | 2.3% | nt
> CC(C)CNC(=O)c1cc(-c2ccco2)on1
    -0.7% | 28.9 | 3.7% | -27.1% | 5.4% | 13.9%
> O=C(NCc1ccccc1)c1ccc2c(c1)nc1n2CCCCC1
    nt | 27.3 | -7.2% | nt | 0.7% | nt
> Cc1cc(C)nc(SCC(=O)Nc2ccc3c(c2)OCO3)n1
    0.0% | -9.1 | 4.2% | -9.5% | 0.1% | 5.0%
> O=C(NCc1ccccc1)C1CCN(S(=O)(=O)c2cc([N+](=O)[O-])ccc2Cl)CC1
    8.5% | -2.0 | ? | -19.3% | -7.7% | 3.3%
> O=C(NCc1ccc(N2CCCC2=O)cc1)c1cnccn1
    3.6% | 15.1 | -0.6% | -5.5% | 9.3% | 5.4%
> O=C(Nc1ccc(-c2csc(Nc3ccc(Cl)cc3)n2)cc1)c1ccccc1
    nt | -33.7 | nt | -40.6% | nt | -2.2%
> COc1ccc(OC)c(NC(=O)COC(=O)c2c3c(nc4ccccc24)CCCC3)c1
    -5.4% | -32.1 | 0.4% | 50.5% | -0.4% | -16.1%
> O=C(Nc1ccccc1N1CCN(C(=O)c2ccc(Cl)cc2)CC1)c1cc(Br)ccc1Cl
    nt | 6.1 | ? | -20.6% | 0.1% | -3.1%
> O=C(CS(=O)(=O)Cc1ccccc1)N1CCN(c2ccccc2F)CC1
    0.0% | 4.2 | -11.5% | 2.7% | 0.0% | -9.0%
> c1coc(-c2nc3ccccc3nc2-c2ccco2)c1
    ? | -17.9 | ? | -12.1% | 3.55µM* | -23.7%
> CCOC(=O)N1CCN(C(=O)C2CCN(S(C)(=O)=O)CC2)CC1
    1.7% | -16.6 | -8.3% | -10.2% | 0.1% | -8.0%
> CCCCC1=CC2=CC(=O)C(C)(OC(=O)CC)C(=O)C2=CN1c1ccccc1 (centres undefined)
    ? | nt | -7.0% | 44.1% | 4.4% | -3.4%
> COc1ccc(-c2cn3c4c(sc3n2)CCCC4)cc1
    ? | 40.8 | 1.5% | -1.5% | 0.0% | -3.8%
> CCOc1ccc(-c2onc(C(F)(F)F)c2-c2cscn2)c(O)c1
    -19.5% | -31.6 | -1.2% | -25.1% | 1.0% | -1.9%
> NC(=O)CC[C@H](NC(=O)c1ccc(F)cc1)C(=O)OCC(=O)NCc1ccc(F)cc1
    7.7% | 4.6 | 3.2% | -5.4% | -3.2% | 1.4%
> COc1nc(-c2ccccc2)ccc1-c1noc(-c2ccccc2Br)n1
    nt | 14.6 | 0.4% | nt | 7.5% | nt
> O=C(CSc1nc(=O)n(CCN2CCOCC2)c2c1CCCC2)Nc1ccc(F)cc1F
    nt | -16.0 | ? | 49.6% | 0.7% | -10.2%
> CCCCOc1ncnc2c1[nH]c1ccc(OCC)cc12
    7.5% | -20.2 | ? | -21.2% | 7.3% | 0.1%
> NC(=O)c1ncc(C(F)(F)F)cc1Oc1cccnc1
    2.1% | 31.2 | 11.8% | -2.1% | 6.7% | -17.6%
> O=C(Nc1ccc(S(=O)(=O)N2CCCCC2)cc1)c1ccco1
    nt | -26.4 | 4.9% | -21.7% | -0.2% | -2.8%
> CNCc1ccccc1Sc1ccc(O)c(O)c1
    2.51µM* | 30.9 | ? | -34.5% | 22.4µM* | ?
> COc1cc(C(=S)N2CCOCC2)cc(OC)c1OC(=O)c1ccc(F)cc1
    4.1% | -4.7 | 0.3% | 82.1%[activator] | 3.1% | 0.0%
> CCOc1ccc(C(=O)NC(C(=O)NCC2CCCO2)C(C)C)cc1 (centres undefined)
    9.8% | 0.0 | 1.1% | 9.6% | -0.1% | -6.9%
> CCOC(=O)c1ccc(COC(=O)c2nonc2N)cc1
    7.3% | 8.7 | -12.1% | -17.5% | -27.3% | -12.1%
> COc1cccc(CNC(=O)c2ccc(Cl)c(S(=O)(=O)N3CCOCC3)c2)c1
    nt | 0.0 | 1.9% | -4.4% | 13.4% | 6.5%
> COc1ccc(CNc2ccc(N3CCOCC3)cc2)cc1
    -4.6% | 22.4 | -7.6% | 47.9% | -18.4% | ?
> COc1ccc(C(=O)NCc2ccc3c(c2)CCN3C(=O)c2ccc(C)cc2)cc1
    nt | ? | 10.3% | nt | 4.5% | nt
> Fc1ccc(N2CCN(c3nc4ccccc4c4nc(-c5cccnc5)nn34)CC2)cc1
    nt | -1.3 | 17.8% | nt | 52.7%[activator] | nt
> Cc1noc(C)c1C(=O)N1CCCC(C(=O)c2ccc(Cl)cc2)C1 (centres undefined)
    -1.9% | 20.2 | 3.4% | 15.2% | -5.5%[57.1 µM] | -2.9%
> O=C(CSc1ccc2ccccc2n1)NC1CC1
    nt | 125.6 | -12.7% | -10.1% | -7.8% | 4.5%
> O=c1[nH]c(CSc2nnc(-c3ccncc3)n2Cc2ccco2)nc2ccccc12
    -0.3% | -7.7 | ? | -13.8% | -24.9% | 14.6%
> CC(=NCCN1CCN(C(=S)Nc2ccccc2)CC1)C1=C(O)CC(C)(C)CC1=O
    1.0% | 30.0 | -6.2% | -7.2% | -20.0% | -6.2%
> COc1ccc(N2CC(C(=O)N3CCC4(CC3)CC(=O)c3ccccc3O4)CC2=O)cc1 (centres undefined)
    nt | -28.0 | -2.4% | 83.0%[activator] | -3.2% | 1.8%
> Cc1cc(C)nc(NC(=O)/C=C/c2ccccc2Cl)c1
    -2.5% | 77.4 | ? | -23.4% | -16.0% | -4.1%
> O=c1[nH][nH]c(C(F)(F)F)c1C=Nc1cccc(Cl)c1
    -5.3% | 24.9 | 5.0% | -19.7% | -12.4% | 0.4%
> Fc1ccccc1N1CCN(c2ncnc3c2nc2n3CCCC2)CC1
    nt | -63.3* | 0.1% | nt | 2.1% | nt
> COc1ccccc1-c1c(C)nn2c(N3CCOCC3)cc(C)nc12
    6.0% | 1.8 | -1.4% | 23.6% | 1.1% | -3.8%
> O=C(CC1CCCCC1)NCc1ccco1
    -3.7% | 15.3 | -3.8% | -0.3% | 15.3% | -0.3%
> CCOc1cc(CNCc2ccc(C(=O)O)cc2)ccc1OC
    1.5% | -27.4 | 2.1% | -21.3% | 29.7% | -20.1%
> CCCC[N+]12CCC(CC1)C(C(O)(c1ccccc1)c1ccccc1)C2 (centres undefined)
    6.3% | -34.8 | -4.2% | -2.4% | 0.8% | -8.1%
> Cc1nn(-c2ccccc2)c(OC(=O)c2ccccc2F)c1S(=O)(=O)c1ccccc1
    nt | 5.3 | -6.3% | nt | 0.9% | nt
> CC(=O)N1CCN(CC(=O)Nc2ccccc2Sc2ccc(Cl)cc2)CC1
    1.0% | -70.7* | -2.1% | 315.7%[activator] | 5.3% | -4.1%
> O=C(CCNS(=O)(=O)c1ccc(Cl)cc1)NCc1cccnc1
    3.3% | -13.3 | 2.0% | -14.3% | ? | 2.3%
> Cc1noc(C)c1S(=O)(=O)Nc1ccc2c(c1)C(=O)N([C@H](C)CO)C[C@H](C)[C@@H](CN(C)Cc1ccc(C(=O)O)cc1)O2
    nt | 17.2 | nt | -18.6% | nt | 8.7%
> COc1ccc(NC(=O)CNC(=O)c2sc3ccccc3c2Cl)c(OC)c1
    nt | -17.0 | ? | -2.6% | 2.3% | 13.1%
> CC(=O)Nc1ccc(NC(=O)COC(=O)c2cnccn2)cc1
    3.8% | 17.2 | 3.6% | -15.1% | 17.2% | -3.0%

# (more compounds)
# Every second line gives: Giardia FBPA inh | HCMV inh | AmpC detergent | AmpC inh no detg | Sm TGR inh | AMA1-RON2 inh
> O=C(NC1CC2CCCC(C1)N2Cc1ccccc1)c1cccc(Cl)c1 (centres undefined)
    -29.5% | -39.6 | 8.4% | -13.3% | 23.9% | -4.1%
> Cc1ccnc2nc(C(=O)OCCOc3ccc(Cl)cc3)nn12
    -6.3% | -14.1 | -0.7% | 51.6% | -28.7% | -2.6%
> CCOC(=O)N1CCC(NC(=O)c2ccc3c(c2)sc2nc(-c4cccc(OC)c4)cn23)CC1
    -1.3% | nt | -1.8% | 139.5%[activator] | -5.0% | nt
> CCCCOc1cccc(C(=O)Nc2sc3c(c2C(=O)OCC)CCCC3)c1
    nt | 13.3 | 12.8% | nt | 7.2% | nt
> COc1ccc(NS(=O)(=O)c2cccc(C(=O)N/N=C/c3cccs3)c2)cc1
    22.3% | 56.6 | 8.5% | -28.2% | 4.7% | 6.5%
> O=C(O)C1CCC(=O)N1Cc1ccc(F)cc1 (centres undefined)
    5.6% | 79.6 | -3.2% | -19.2% | -1.1% | -2.3%
> Cn1c(SCc2ccccc2F)nnc1-c1cnccn1
    -2.6% | 67.0 | -0.6% | -12.7% | 5.7% | 18.2%
> COc1cc2c(cc1NC(=O)CC1SC(N3CCCC3)=NC1=O)oc1ccccc12 (centres undefined)
    -3.9% | 69.8 | ? | 162.9%[activator] | -0.6% | -2.2%
> CCOC(=O)C1=C(C)N(CCCC(=O)O)C(=O)NC1c1ccc(OC)cc1 (centres undefined)
    11.2% | -7.8 | ? | -4.8% | -9.3% | 0.0%
> O=C(/C=C/c1ccc(OC2CSC2)cc1)c1ccc(Cl)cc1
    -0.3% | -4.7 | -3.3% | -8.5% | 0.7% | -27.4%
> CCOC(=O)c1c(C)nc(-c2ccccc2)nc1NC(=O)CC
    1.0% | 137.6 | -1.1% | 13.1% | -2.2% | 2.8%
> Cc1ccc(CCNS(=O)(=O)c2c(C)nc3sccn3c2=O)cc1
    9.6% | 8.7 | -15.2% | -17.6% | 26.5% | -3.2%
> CCOc1ccc(S(=O)(=O)NCc2cccn2Cc2cccc(C)c2)cc1
    nt | 4.5 | -7.2% | nt | -9.2% | nt
> COc1cc(CNc2ccc3[nH]c(=O)[nH]c3c2)cc(Cl)c1OCc1ccc(F)cc1
    nt | -18.8 | 5.7% | nt | -6.7% | nt
> CCOc1cc(/C=N/NC(=O)c2cccnc2)cc(Br)c1OCC(N)=O
    0.7% | 27.5 | ? | -13.6%[2.29 µM] | -9.0% | -14.6%
> COc1ccc(S(=O)(=O)Nc2cc3c4c(oc3c3ccccc23)CC(C)(C)CC4=O)cc1
    ? | -19.5 | -12.8% | -49.9% | -5.4% | -22.9%
> C=CCNC(=S)NNC(=O)c1cccc(Br)c1
    0.6% | -8.2 | 5.9% | -15.0% | 0.9% | 41.3%[activator][2.32 µM]
> O=C1COc2ccccc2CN1
    0.3% | -14.6 | ? | 12.1% | 1.8% | -8.0%

# Bioassay records: PubChem BioAssay, National Center for Advancing Translational Sciences (NCATS)
